# Assay outcomes as filed in PubChem BioAssay.
# PKA-R1A activ: activators of PKA-R1A holoenzyme, primary screen, biochemical, fluorescence polarization, Cy5-IP20, bovine R1A, mouse PKAc. cAMP-dependent protein kinase type I-alpha regulatory subunit (Bos taurus) + …. PKA-R1A dissociation; scaled: DMSO 0%, 113 µM cGMP 100%. activation, % at 11.4 µM. 340,000 compounds, 0.083% hits. AID 504707, 2011;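 active = percent activation above the mean of all tested compounds plus 3 SD, cut at about 19% in these data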;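 also: higher means more PKAc released from R1A so a rise in polarization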
# Tat transport: E. coli Tat export inhibitors, primary screen, MC4100, TorA-mCherry reporter, fluorescence, single point. inhibition, % at 10 µM. 340,000 compounds, 0.036% hits. AID 488895, 2010;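 active = mean replicate inhibition at least 50% and at least half of replicates individually reaching 50%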;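 also: exported cargo escapes ClpAP degradation while cytoplasmic cargo is degraded and loses fluorescence; 0% = median of neutral control wells and 100% = median of NaSCN control wells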
# E coli growth: E. coli V3065 growth inhibition, primary screen, counter-screen for AddAB inhibitor project, absorbance, OD600; 18 h; AID 449728, 2010; 330,000 compounds, 0.27% hits; inhibition, % at 11.9 µM;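 active = inhibition above the campaign's mean inhibition across all tested compounds plus 3 SD, cut at about 9.9% in these data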;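 also: uninfected addAB+ strain grown without phage in ampicillin broth; 0% = DMSO wells and 100% = ciprofloxacin 0.95 µg/ml wells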
# OPRM1-OPRD1 inv: inverse agonists of MOR-DOR heterodimerization, primary screen, cell-based, luminescence; cell-based MOR-DOR heterodimer luminescence, inverse agonism; inhibition, % at 9.3 µM; 340,000 compounds, 0.21% hits; Mu-type opioid receptor (Homo sapiens) + Delta-type opioid receptor (Homo sapiens), …; AID 504357, 2011; in the data active = inhibition above about 22%, passing the limit was not always enough;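 also: 0% = cells with DMSO and 100% = wells without cells with DMSO; values of inactives mirror those of a sister screen read the other way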
# Target sequence (P35372 whole entry, looked up): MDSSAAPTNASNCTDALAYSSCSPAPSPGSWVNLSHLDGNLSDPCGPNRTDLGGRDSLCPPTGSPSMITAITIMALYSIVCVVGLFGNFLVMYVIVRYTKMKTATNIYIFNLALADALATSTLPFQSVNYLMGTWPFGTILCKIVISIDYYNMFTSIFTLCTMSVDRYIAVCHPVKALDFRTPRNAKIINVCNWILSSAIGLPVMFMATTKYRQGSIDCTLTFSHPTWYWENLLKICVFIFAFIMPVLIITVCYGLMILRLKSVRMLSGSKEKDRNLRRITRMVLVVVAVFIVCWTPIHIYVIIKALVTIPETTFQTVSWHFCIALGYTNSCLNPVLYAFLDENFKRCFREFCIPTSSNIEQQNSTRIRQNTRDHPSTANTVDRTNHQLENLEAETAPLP
# Target sequence (P41143 whole entry, looked up): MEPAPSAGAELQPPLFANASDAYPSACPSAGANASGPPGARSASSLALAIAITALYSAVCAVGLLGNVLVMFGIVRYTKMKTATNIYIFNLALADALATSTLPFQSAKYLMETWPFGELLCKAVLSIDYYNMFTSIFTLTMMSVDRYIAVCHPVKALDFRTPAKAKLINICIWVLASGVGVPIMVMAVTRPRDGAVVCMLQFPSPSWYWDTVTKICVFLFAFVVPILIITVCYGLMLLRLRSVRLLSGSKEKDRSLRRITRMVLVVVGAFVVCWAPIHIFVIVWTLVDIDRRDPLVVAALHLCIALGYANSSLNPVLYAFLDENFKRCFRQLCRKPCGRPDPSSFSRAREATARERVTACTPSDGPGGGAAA
# Arr AP2 block: inhibitors of beta-arrestin/AP2 binding, primary screen, biochemical, GPCR trafficking, flow cytometry | beta-arrestin 1 C-terminal peptide binding to AP2 beta2-adaptin appendage (human) | AID 504490, 2011 | FITC-arrestin peptide / GST-AP2 beads; AP2 beta2 appendage carries R879A mutation | 340,000 compounds, 0.31% hits | inhibition, % at 10 µM;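 active = inhibition above a set limit, near 3 SD of compounds lacking own fluorescence, cut at about 54% in these data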;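 also: plate controls were DMSO wells for no effect and 5 µM unlabelled arrestin peptide for full effect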
#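 Measured by: flow cytometry, FL1 (488/535 nm); Material: AP2 appendage R879A on GSH beads; Evaluation: percent response; Timing: pre-incubation 12 min, peptide binding 1 h, room temperature; Also added: 50 nM FITC-arrestin peptide; Medium: PBS with 0.05% Tween 20 and 0.1% BSA.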
# phage Ecoli inh: growth loss of phage-infected E. coli, primary screen, RecBCD inhibitor project, absorbance, with phage, HTS. inhibition, % at 11.9 µM. 360,000 compounds, 0.26% hits. AID 651602, 2012; in the data active = inhibition above about 11%
# Pemphigus Ab inh: inhibitors of pemphigus antibody binding to DSG3, primary screen, biochemical, bead-based, flow cytometry, scFv-GFP. Desmoglein-3 (Homo sapiens), P32926. DSG3-coupled beads, scFv-anti-DSG3-GFP binding; hits give low values. binding (percent of control), % at 10 µM. 310,000 compounds, 0.48% hits. AID 588358, 2011;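 active = binding more than 3 SD below its plate's average and above zero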;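 also: hits lower antibody fragment binding to DSG3; some compounds called inactive have numbers as strong as hits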
# PfHsp90 yeast 2: growth inhibition of PfHsp90-expressing yeast, primary screen, antimalarial PfHsp90 inhibitor project, S. cerevisiae, BacTiter-Glo luminescence, single point, set 2; BacTiter-Glo ATP, 48 h; yeast lacking PDR1 and PDR3 efflux regulators; inhibition, % at 9.4 µM; 310,000 compounds, 0.32% hits; AID 504621, 2011;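 active = every replicate shows inhibition above about 80%, whatever the replicate mean, limit read from the data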;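 also: 0% = DMSO neutral controls and 100% = 20 µM radicicol positive controls; yeast relying on Plasmodium falciparum Hsp90 in place of its own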
# Mot1-301 SUMO: yeast Mot1-301 growth rescue at high temperature, primary screen, SUMOylation pathway inhibitor project, S. cerevisiae, ATP luminescence, 38.5C | S. cerevisiae Mot1-301 growth rescue; percent above DMSO median, 100 means doubled | growth rescue, % at 18.8 µM | 320,000 compounds, 1% hits | AID 2716, 2010;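 active = every valid replicate shows activation above 250% relative to neutral control wells; inactive = the rest, any valid replicate at or below 250%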;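 also: OY570 slx delta 5 strain wells were the positive control but not used for scaling; some compounds called inactive have numbers as strong as hits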
# AddAB inh: growth inhibition of E. coli expressing H. pylori AddAB, primary screen, AddAB inhibitor project, absorbance | inhibition, % at 11.9 µM | 330,000 compounds, 0.29% hits | AID 435030, 2010; in the data active = inhibition above about 12%;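 also: 0% = vehicle wells of infected cells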
# MOR-DOR ag: agonists of OPRM1-OPRD1 heterodimerization, primary screen, cell-based, luminescence. cells. activation, % at 9.3 µM. 340,000 compounds, 0.3% hits. AID 504326, 2011; in the data active = activation above about 18%;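 also: 0% = vehicle-treated cells and 100% = reference agonist; values of inactives mirror those of a sister screen read the other way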
# * = called active by the depositor; nt = not tested or not shown.
SMILES,PKA-R1A activ,Tat transport,E coli growth,OPRM1-OPRD1 inv,Arr AP2 block,phage Ecoli inh,Pemphigus Ab inh,PfHsp90 yeast 2,Mot1-301 SUMO,AddAB inh,MOR-DOR ag
CCOC(=O)c1c(C)[nH]c(O)c1C=Nc1ccccc1,7,3,-0.7,-32,8,0.9,98,nt,883*,-0.9,5.4
Cc1cccc(C)c1OCCCCN1CCCCC1,-6,-1,1.4,-4,-6,-0.2,103,-11,62,4.0,0.8
Cc1ccnc(Nc2nc(-c3ccccc3)cs2)c1,8,6,2.1,-25,-10,1.8,108,-19,17,0.5,4.9
COc1ccc2c(COC(=O)CCS(=O)(=O)c3ccc(C)cc3)cc(=O)oc2c1,-5,-1,0.2,5,-2,1.5,104,-42,-1,-1.7,-1.0
Cc1ccc(C(C)C)cc1OCC(=O)NC1CCCCCCC1,-11,8,1.4,-38,-8,-0.9,104,6,25,2.9,6.0
CC(=O)Nc1cc(NC(C)=O)cc(C(=O)OCC(=O)c2ccc3c(c2)NC(=O)CO3)c1,7,-1,2.8,3,-9,3.3,124,-14,1,1.0,-0.5
CC(=O)c1cccc(NC(=O)COC(=O)CCc2ccc(S(=O)(=O)N3CCOCC3)cc2)c1,-4,-2,1.0,6,-4,1.7,104,-6,-6,2.1,-1.1
OCC[C@H]1C[C@@H](O)[C@H](O)[C@@]2(CCCO2)O1,3,5,-1.2,3,-3,1.9,109,nt,309,1.1,-0.5
COc1ccc(CCNC(=O)COc2ccc(-c3ccc(C)cc3)cc2)cc1OC,-6,-5,-2.3,-5,2,3.7,83*,-2,-21,2.1,0.9
CCc1ccccc1NC(=O)Nc1cccs1,-5,-1,-2.6,-25,1,5.2,104,13,-17,1.0,3.6
CCOc1cccc(C(=O)Nc2cccc(NC(=O)c3ccco3)c2)c1,1,1,-4.2,0,13,-0.2,98,-51,7,-2.4,-0.1
COc1ccc(Cc2nc3ccccc3n2CC(=O)N/N=C/c2ccc(O)cc2)cc1OC,11,-4,0.4,nt,-2,3.8,80,6,42,2.8,nt
Cc1ccnc(N2C(=O)c3ccccc3C2Nc2ccc3c(c2)OCCO3)c1 (centres undefined),-3,-4,2.4,13,6,0.6,104,-24,-14,5.9,-2.5
O=C(C1CCCN(Cc2ccccc2F)C1)N1CCCC1 (centres undefined),-5,-4,0.5,2,2,2.4,114,11,40,1.0,-0.4
O=C(CCC1CCCC1)Nc1ccccc1-c1ccccc1,-6,5,0.3,-5,7,-1.7,104,-22,-12,2.5,0.9
CCSc1nnc(NC(=O)CSc2nc(C)cc(C)n2)s1,-4,-8,1.1,7,-11,3.4,90,0,-7,3.2,-1.3
Cc1ccc(/C=N/NC(=O)Cc2cccs2)o1,-4,-5,1.1,10,7,3.0,100,-14,388,2.4,-1.9
O=C(c1cc(-c2ccncc2)nc2ccccc12)N1CCOCC1,-2,-2,nt,4,27,-0.1,98,-7,nt,nt,-0.7
Cc1cc(=O)oc2cc(OC(C)C(=O)N3CCCc4ccccc43)ccc12 (centres undefined),-1,-3,-2.7,10,17,0.3,nt,-3,0,1.9,-2.4
Cc1ccc2nc(-c3ccccn3)cc(C(=O)N3CCN(c4ncccn4)CC3)c2c1,-3,-6,0.9,11,-11,1.2,nt,3,6,3.2,-2.6
c1ccc(Cc2noc(CN3CCCN(C4Cc5ccccc5C4)CC3)n2)cc1,3,-5,-1.0,-2,9,-1.4,109,nt,33,0.9,0.4
CCOC(=O)c1cc2oc(C)cc2n1CC(=O)OC1CCCCC1,-8,-2,-1.2,-32,0,0.5,121,-7,-1,-1.6,5.5
O=C(COC(=O)c1cnccn1)Nc1cc(S(=O)(=O)N2CCOCC2)ccc1Cl,1,-9,1.1,4,11,2.3,92,11,-16,-0.3,-0.9
CC(C(=O)NC(=O)NC1CCCCC1)N1CCN(c2ccccn2)CC1 (centres undefined),4,2,-0.1,-9,-11,2.2,110,11,nt,3.0,1.6
CCOc1ccc(NC(=O)CN(C)C(=O)C2CCN(C(=O)c3ccc(Cl)cc3)CC2)cc1OCC,-6,4,1.2,11,-11,-0.1,102,-4,-8,-0.1,-2.7
Cc1ccnc(NC(=O)c2ccc(NC(=O)CC3SC(N4CCCC4)=NC3=O)cc2)c1 (centres undefined),3,0,0.3,16,20,2.8,101,1,-7,0.0,-3.1
COc1ccc(OCCOC(=O)CNC(=O)c2cccc(C)c2)cc1,-9,12,-1.1,-23,-2,3.9,96,-7,-4,-2.2,3.6
O=C(C1CCCCC1)N1CCC(CO)(Cc2ccccc2Cl)CC1,-7,8,1.5,-7,-13,5.3,114,-33,-1,2.1,1.0
CCOC(=O)Cn1nc(NC(=O)c2ccc3c(c2)OCO3)cc1C,-6,11,0.6,13,-3,1.4,117,-10,-9,2.6,-2.3
O=C(COC(=O)/C=C/C(=O)N1CCN(c2ccccc2)CC1)NCc1ccc(F)cc1,-6,-1,-0.8,8,6,-0.2,86,11,0,1.5,-1.8
CCC(C)Sc1nnc(CNC(=O)C23CC4CC(CC(C4)C2)C3)n1C1CCCCC1 (centres undefined),-1,18,-1.9,-20,12,0.4,106,0,-14,0.2,3.9
O=C(CSc1nc2ccc([N+](=O)[O-])cc2[nH]1)c1ccc2ccccc2c1,1,3,2.2,-12,106*,1.4,93,nt,27,3.3,2.4
O=C(NC(=S)NNC(=O)c1ccccc1O)c1ccc([N+](=O)[O-])cc1,-16,12,16*,-18,22,5.8,112,9,-24,11,3.9
Cc1nc2nc(C)c(CCC(=O)O)c(C)n2n1,-1,4,-0.2,14,8,0.6,97,6,-2,2.3,-2.5
O=C(CCC1CCCN(Cc2ccc(O)c(Cl)c2)C1)NCc1ccccc1F (centres undefined),11,3,-2.2,-6,-3,6.1,96,1,8,-1.7,1.2
O=C(CSc1cn[nH]n1)Nc1ccccc1F,-6,-2,-0.1,8,-11,0.5,98,nt,2,0.1,-1.2
CC(=O)Nc1cccc(N/C=C(\C=O)c2nc3ccccc3o2)c1,-12,2,-0.6,19,1,0.4,124,-10,173,1.3,-3.6
COCCCNC(=S)N(CCCO)Cc1cc2cc3c(cc2[nH]c1=O)OCO3,7,-6,0.6,6,4,0.0,122,-18,-2,-0.3,-1.2
CC1(C)CC(=O)C=C(NCCc2c[nH]c3ccccc23)C1,nt,nt,1.8,nt,38,-1.6,109,nt,2,6.5,nt
O=C(CSc1nnc(CCc2ccccc2)n1-c1ccc(Cl)cc1)NCc1ccccc1,4,20,-2.1,-1,-11,-0.8,96,3,-4,2.9,0.1

# A few values from the results shown:
# Entry for CC1(C)CC(=O)C=C(NCCc2c[nH]c3ccccc23)C1 in Arr AP2 block: 38
# Entry for O=C(CSc1cn[nH]n1)Nc1ccccc1F in Mot1-301 SUMO: 2

# (more compounds)
SMILES,PKA-R1A activ,Tat transport,E coli growth,OPRM1-OPRD1 inv,Arr AP2 block,phage Ecoli inh,Pemphigus Ab inh,PfHsp90 yeast 2,Mot1-301 SUMO,AddAB inh,MOR-DOR ag
CC(C)Cc1nnc(NC(=O)CCC(=O)Nc2ccccc2)s1,-7,-1,-2.8,9,-6,1.2,96,2,-7,2.2,-1.8
COC(=O)C1=CN(CCCN2CCCC2=O)C=C(C(=O)OC)C1c1ccccc1C(F)(F)F,1,10,-1.4,2,-13,2.5,98,-26,1,0.7,-0.3
O=C(NC(Cc1ccc2c(c1)OCO2)C(=O)N1CCCC1C(=O)O)c1ccccc1 (centres undefined),0,0,2.5,-3,1,0.9,105,10,47,0.9,0.4
COc1ccc(C(=O)Nc2ccc(N3CCOCC3)cc2)cc1OC,-2,-2,1.7,-10,32,0.0,122,20,4,-0.5,1.6
Cc1c(Cc2ccccc2)c(=O)oc2c(C)c(OCC(=O)N[C@@H](Cc3ccccc3)C(=O)O)ccc12,-3,4,-1.0,15,3,4.2,97,-12,-5,3.2,-2.7
CCOC(=O)CNC(=O)Cn1cnc2sc(C)c(S(=O)(=O)N3CCOCC3)c2c1=O,1,10,-2.5,1,-7,-0.7,100,4,4,2.0,-0.1
Cc1csc(NC(=O)c2ccc(=O)[nH]c2)n1,-5,-3,0.7,10,6,0.3,91,24,34,0.1,-2.0
Cc1ccc2c(CNCc3ccccc3)cc(=O)oc2c1,-3,7,0.6,2,0,1.1,110,33,-7,3.3,-0.5
O=C(CCNS(=O)(=O)c1ccc(Br)cc1)NCCc1ccccc1,-6,9,0.9,8,-16,1.2,101,-16,-4,1.9,-1.5
CSc1nc(C)cc(NC(N)=O)n1,-9,-4,-1.5,11,6,2.8,101,2,7,3.2,-2.1
CC(C(=O)O)N1C(=O)c2cccc3cccc1c23 (centres undefined),-11,7,-0.6,13,19,1.5,105,-4,15,1.1,-3.2
CC1(c2ccc3c(c2)OCCO3)NC(=O)N(CC(=O)Nc2ccccc2)C1=O (centres undefined),-7,-3,-3.2,3,5,1.6,109,-13,-8,-2.0,-0.9
O=C(Nc1cc(Cl)ccc1Oc1ccccc1)c1cnccn1,2,1,3.7,4,3,3.0,66*,-2,6,2.4,-0.7
CCN(CC)CCCN=Cc1c(O)n(-c2ccc(C)cc2)c(=O)c2ccccc12,-13,1,0.2,10,10,0.2,115,11,10,7.0,-2.0
NC(=O)CNC(=O)C1CCCc2c1[nH]c1ccc(Cl)cc21 (centres undefined),-2,0,-1.5,0,7,2.5,127,nt,13,-1.5,-0.1
O=C(C1COc2ccccc2O1)N1CCN(c2ccc(C(F)(F)F)cn2)CC1 (centres undefined),-2,3,1.6,-17,-6,2.5,79,-24,-3,1.9,3.9
CCCCn1c(C(C)O)nc2ccccc21 (centres undefined),-2,0,-1.2,7,5,2.4,97,16,409,1.9,-1.3
O=C(NC(=S)NC1CCCCCC1)c1cncc(Br)c1,7,-3,1.0,-16,10,-1.6,108,1,17,0.9,3.1
CCOC(=O)c1cc2ccc3ccccc3c2oc1=O,-1,2,2.3,18,-1,1.0,121,-35,-18,0.2,-3.7
